RGS8-Gao reg – RGS8-Galphao binding modulators, primary screen, biochemical, multiplexed bead flow cytometry; response (percent of control binding), % at 10 µM; AID 1423, 2008; hit rate 0.34% among 220,000; actives lie on both sides; in the data active means response below about 60% or above about 140%; inactive means in between;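 further: Galphao activated as the GDP aluminium fluoride complex binding bead-coupled RGS8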
GSH fluor – compound fluorescence on glutathione beads, profiling panel, artefact control, biophysical, 488/530 nm, flow cytometry; GSH beads flow cytometry, compound fluorescence 488/530 nm; active compounds read high; fluorescence (KMESF) at 10 µM; hit rate 0.25% among 190,000; in the data active means fluorescence above about 89;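 further: glutathione beads carrying GST-tagged Bcl family fusion proteins plus one bare bead set; values are compound well signal with DMSO vehicle wells as background; inactives centre near 16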
Bim-Bcl-2 – inhibitors of Bim-Bcl-2 binding, primary screen, biochemical, multiplexed, human Bcl-2 family; Apoptosis regulator Bcl-2 (Homo sapiens), P10415; Bead-based flow cytometry, Bim peptide-Bcl-2 binding; hit rate 0.06% among 190,000; inhibition, % at 10 µM; in the data active means inhibition above about 40%; inconclusive means no clear call, values can overlap the other calls;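 further: 0% = no compound wells with probe peptide and 100% = reference peptide inhibitor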
Target sequence (P10415 whole entry, looked up): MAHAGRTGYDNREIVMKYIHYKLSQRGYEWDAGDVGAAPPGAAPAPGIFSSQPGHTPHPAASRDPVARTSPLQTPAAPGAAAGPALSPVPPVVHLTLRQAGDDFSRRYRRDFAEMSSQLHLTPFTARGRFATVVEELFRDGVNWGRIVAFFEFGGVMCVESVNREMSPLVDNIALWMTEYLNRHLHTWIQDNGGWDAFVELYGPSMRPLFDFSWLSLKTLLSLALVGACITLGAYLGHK
Bcl-XL Bim block – inhibitors of Bim-Bcl-XL binding, primary screen, biochemical, multiplexed, bead flow cytometry, human Bcl-XL. Bcl-2-like protein 1 (Homo sapiens), Q07817. Bim peptide-Bcl-XL binding, fluorescence. inhibition, % at 10 µM. hit rate 0.04% among 190,000. AID 1007, 2008
Bfl-1 Bim block – inhibitors of Bim binding to Bfl-1, primary screen, biochemical, multiplexed, bead-based flow cytometry. Bcl-2-related protein A1 (Homo sapiens), Q16548. Bim-Bfl-1 binding inhibition. inhibition, % at 10 µM. hit rate 0.12% among 190,000. AID 1008, 2008;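 further: 0% = wells without compound plus tracer and 100% = blocker peptide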
Mcl-1 Bim block – inhibitors of Bim peptide binding to Mcl-1, primary screen, biochemical, bead-based flow cytometry, multiplex. Induced myeloid leukemia cell differentiation protein Mcl-1 (Homo sapiens), Q07820. Bim peptide-Mcl-1 binding. inhibition, % at 10 µM. hit rate 0.1% among 190,000. AID 1009, 2008;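 further: 0% = no compound tracer wells and 100% = peptide blocker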
Target sequence (Q07820 whole entry, looked up): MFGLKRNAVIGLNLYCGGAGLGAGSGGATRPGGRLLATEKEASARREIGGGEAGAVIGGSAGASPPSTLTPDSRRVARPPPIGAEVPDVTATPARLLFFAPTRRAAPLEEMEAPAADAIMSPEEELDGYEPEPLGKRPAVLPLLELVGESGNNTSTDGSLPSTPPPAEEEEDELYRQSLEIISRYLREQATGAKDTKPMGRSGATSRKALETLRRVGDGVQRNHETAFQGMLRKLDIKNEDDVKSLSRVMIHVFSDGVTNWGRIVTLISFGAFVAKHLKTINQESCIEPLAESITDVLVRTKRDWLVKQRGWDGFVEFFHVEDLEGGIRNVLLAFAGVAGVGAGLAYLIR
RGS4-Gao reg – modulators of RGS4 binding to Galphao, primary screen, biochemical, multiplexed bead flow cytometry; Guanine nucleotide-binding protein G(o) subunit alpha (Homo sapiens), P09471; binding response (% of control), % at 10 µM; actives lie on both sides; hit rate 0.33% among 220,000; in the data active means binding response below about 49% or above about 150%; inactive means in between;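 further: fluorescent Galphao activated with aluminum fluoride binding bead-coupled RGS4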
Bim-Bcl-W – inhibitors of Bim binding to Bcl-W, primary screen, biochemical, multiplexed, bead-based flow cytometry | Bcl-2-like protein 2 (Homo sapiens), Q92843 | hit rate 0.02% among 190,000 | inhibition, % at 10 µM | Bim peptide-Bcl-W binding;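 further: 0% = bound tracer without compound and 100% = peptide blocker; higher means less fluorescent Bim peptide bound to Bcl-W beads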
Target sequence (Q92843 whole entry, looked up): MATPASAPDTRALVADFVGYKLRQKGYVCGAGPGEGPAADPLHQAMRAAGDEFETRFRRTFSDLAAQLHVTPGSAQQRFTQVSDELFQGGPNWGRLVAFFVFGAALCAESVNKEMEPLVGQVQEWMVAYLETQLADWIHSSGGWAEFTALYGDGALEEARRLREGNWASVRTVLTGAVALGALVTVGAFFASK
RGS7-Gao reg – RGS7-Galphao binding modulators, primary screen, biochemical, multiplexed bead flow cytometry. Guanine nucleotide-binding protein G(o) subunit alpha (Homo sapiens), P09471. binding response (% of control), % at 10 µM. actives lie on both sides. hit rate 0.35% among 220,000; in the data active means binding response below about 49% or above about 150%; inconclusive means no clear call, values can overlap the other calls; inactive means in between;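 further: fluorescent Galphao held in activated GDP-AlF4 state binding bead-coupled RGS7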
Mcl1 Bid PPI – Mcl-1/Bid binding inhibitors, primary screen, biochemical, TR-FRET, 1536-well; Induced myeloid leukemia cell differentiation protein Mcl-1 (Homo sapiens), Q07820; TR-FRET Mcl-1/Bid-Dy647 peptide binding; inhibition, % at 21.7 µM; hit rate 0.97% among 220,000; AID 1021, 2008;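 active means compounds that cut the binding signal by more than half at the single screening dose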;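 further: His-tagged Mcl-1 with europium anti-His antibody binding Bid BH3 peptide; 0% = Mcl-1 plus peptide wells and 100% = peptide-only wells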
Bcl-B Bim block – inhibitors of Bim-Bcl-B binding, primary screen, biochemical, multiplexed, human Bcl-2 family. Bcl-2-like protein 10 (Homo sapiens), Q9HD36. bead-based flow cytometry, Bim peptide-Bcl-B binding. inhibition, % at 10 µM. hit rate 0.073% among 190,000;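 further: 0% = tracer peptide without compound and 100% = reference inhibitor peptide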
Target sequence (Q9HD36 whole entry, looked up): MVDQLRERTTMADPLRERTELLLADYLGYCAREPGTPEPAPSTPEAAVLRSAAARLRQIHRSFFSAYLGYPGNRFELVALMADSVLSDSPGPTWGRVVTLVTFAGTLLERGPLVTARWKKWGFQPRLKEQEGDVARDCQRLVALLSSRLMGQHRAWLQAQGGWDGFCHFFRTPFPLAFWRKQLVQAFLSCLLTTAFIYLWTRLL
* marks the source's active call; other numbers are inactive results; ? = inconclusive; . = no result given. Unless noted, no stated cut-off is given here; in the data, active means inhibition above about 40%.

SMILES | RGS8-Gao reg | GSH fluor | Bim-Bcl-2 | Bcl-XL Bim block | Bfl-1 Bim block | Mcl-1 Bim block | RGS4-Gao reg | Bim-Bcl-W | RGS7-Gao reg | Mcl1 Bid PPI | Bcl-B Bim block
O=C(C1CCN(S(=O)(=O)c2cccc3cccnc23)CC1)N1CCN(c2ccccc2)CC1 | 122 | 12 | 0 | 2 | 2 | 1 | 105 | 2 | 100 | -34 | 0
CCOCCCNc1nc2c(-c3ccccc3)nnn2c2ccccc12 | 100 | 17 | -5 | -5 | -2 | -3 | 98 | 0 | 101 | -12 | -1
Oc1ccc(-c2nncn2-c2ccccc2)cc1 | 93 | 14 | 1 | -3 | -5 | 0 | 84 | -1 | 83 | -20 | -5
CC(=O)N1CCCC(C(=O)c2ccc3c4c(cccc24)CC3)C1 (configuration not stated) | 100 | 17 | -6 | -5 | -3 | -2 | 100 | 0 | 97 | -6 | -1
CC(C(=O)N=Nc1c(O)[nH]c2ccccc12)n1cnc2ccccc2c1=O (configuration not stated) | 103 | 13 | 2 | -2 | 0 | 0 | 101 | -2 | 100 | -22 | 0
Cc1cc(NS(=O)(=O)c2ccc(NC(=O)COc3ccccc3C(C)C)cc2)no1 | 101 | 13 | -7 | -6 | -8 | 0 | 102 | 0 | 102 | 1 | -1
CCCN(CCC)CCNC(=O)C1CCN(Cc2nc(-c3ccc(Cl)cc3)oc2C)CC1 | 102 | 60 | -8 | -2 | -10 | -2 | 109 | -2 | 107 | -25 | -9
CN(CC(=O)N1CCN(C2CCCCC2)CC1)S(=O)(=O)c1cccc2nsnc12 | 99 | 28 | -13 | -7 | -15 | -1 | 94 | 0 | 87 | -38 | -6
CC(=O)c1cccc(NC(=O)CSC(=O)c2ccccc2)c1 | 98 | 11 | -6 | -11 | 0 | -29 | 98 | -22 | 103 | -12 | -10
N#CCCn1nnc2ccccc21 | 100 | 18 | -3 | -2 | -3 | -4 | 101 | -3 | 103 | -21 | 0
CCCN1CCC2(CC1)C(C#N)=C(N)Oc1c2sc2nc(C)cc(C)c12 | 98 | 15 | 1 | 0 | 0 | -2 | 99 | 0 | 98 | -44 | -2
CC(C)(C)C(=O)Cn1c(=N)n(Cc2ccccc2Cl)c2ccccc21 | 104 | 37 | -3 | -2 | -11 | -1 | 101 | 3 | 104 | -32 | -4
O=C(O)c1ccc2c(c1)C(=O)N(c1ccc(Cl)cn1)C2=O | 102 | 25 | -5 | -2 | -9 | 0 | 103 | 0 | 101 | 5 | -5
NC(=O)c1c(NC(=O)CCCn2cnc([N+](=O)[O-])n2)sc2c1CCCC2 | 85 | 9 | -4 | -10 | 17 | -7 | 86 | -1 | 86 | -25 | -32
CCC1(c2ccc(F)cc2)NC(=O)N(CC(=O)Nc2ccc(C)c(S(=O)(=O)N3CCOCC3)c2)C1=O (configuration not stated) | 102 | 12 | -6 | -1 | -5 | -2 | 101 | -2 | 99 | 8 | 0
O=C(NNC(=S)NC1CCCCC1)c1ccc(Cl)s1 | 99 | 20 | 0 | -1 | 5 | -4 | 99 | 1 | 101 | -17 | -17
COc1cccc(C(=O)N(Cc2cc3cc(C)ccc3[nH]c2=O)CC2CCCO2)c1 (configuration not stated) | 101 | 45 | -10 | -13 | -11 | 0 | 103 | 2 | 100 | -6 | -7
O=C(O)Cn1ccnc1 | 100 | 23 | -8 | -2 | -16 | 0 | 100 | 2 | 102 | 31 | -5
O=C(N/C=C/c1ccc(Cl)cc1)NCc1ccc(Cl)cc1 | 107 | 11 | 1 | -1 | -2 | -1 | 101 | 0 | 105 | -10 | 0
Cc1c(Br)c(C(=O)NCc2cc3cc(Cl)ccc3[nH]2)nn1C | 103 | 24 | 0 | -6 | -1 | -2 | 105 | -1 | 108 | 3 | -4

Pulled one by one from the entries so far (4):
SMILES | RGS8-Gao reg | GSH fluor | Bim-Bcl-2 | Bcl-XL Bim block | Bfl-1 Bim block | Mcl-1 Bim block | RGS4-Gao reg | Bim-Bcl-W | RGS7-Gao reg | Mcl1 Bid PPI | Bcl-B Bim block
COc1cccc(C(=O)N(Cc2cc3cc(C)ccc3[nH]c2=O)CC2CCCO2)c1 (configuration not stated) | 101 | 45 | -10 | -13 | -11 | 0 | 103 | 2 | 100 | -6 | -7
CC(C)(C)C(=O)Cn1c(=N)n(Cc2ccccc2Cl)c2ccccc21 | 104 | 37 | -3 | -2 | -11 | -1 | 101 | 3 | 104 | -32 | -4
O=C(N/C=C/c1ccc(Cl)cc1)NCc1ccc(Cl)cc1 | 107 | 11 | 1 | -1 | -2 | -1 | 101 | 0 | 105 | -10 | 0
CC(=O)N1CCCC(C(=O)c2ccc3c4c(cccc24)CC3)C1 (configuration not stated) | 100 | 17 | -6 | -5 | -3 | -2 | 100 | 0 | 97 | -6 | -1

Next section.
SMILES | RGS8-Gao reg | GSH fluor | Bim-Bcl-2 | Bcl-XL Bim block | Bfl-1 Bim block | Mcl-1 Bim block | RGS4-Gao reg | Bim-Bcl-W | RGS7-Gao reg | Mcl1 Bid PPI | Bcl-B Bim block
COc1ccc(-c2nc(S(=O)(=O)c3ccc(C)cc3)c(N3CCCC3)o2)cc1 | 97 | 25 | -8 | -9 | -16 | -3 | 95 | -4 | 99 | 23 | -7
Cc1ccc2cc(S(=O)(=O)NCCCC(=O)O)ccc2c1 | 101 | 14 | -7 | -3 | -10 | 1 | 103 | 2 | 105 | -9 | -5
O=C(Nc1ccccc1-c1ccccc1)c1cccc(C(F)(F)F)c1 | 112 | 15 | 5 | 10 | 16 | 10 | 97 | 8 | 99 | -2 | 5
COc1cccc(-n2nc(C(=O)N3CC(C)CC(C)C3)c3ccccc3c2=O)c1 (configuration not stated) | 102 | 46 | -4 | -5 | -7 | 1 | 103 | 5 | 104 | 2 | -5
Cc1ncsc1CCOC(=O)c1cccnc1 | 99 | 30 | -6 | 0 | -7 | 0 | 102 | 0 | 103 | 54* | -6
CCOC(=O)c1cc2c(C)n(-c3ccc(C)cc3)c(C)c2ccc1=O | 101 | 30 | -1 | 1 | -4 | 2 | 103 | 1 | 100 | -31 | 0
CCOC(=O)c1c(C(=O)OCC)c(C)n(N2C(=O)CSC2=S)c1C | 99 | 20 | 1 | 0 | 1 | 0 | 99 | 2 | 98 | -23 | 2
COc1ccc(F)cc1S(=O)(=O)NCc1ccccc1 | 100 | 17 | -3 | -5 | -14 | -2 | 103 | -5 | 106 | -8 | -13
COc1ccc(C2=C(Nc3ccc(C)cc3)c3ccccc3C2=O)cc1 | 91 | 6 | 0 | -3 | 0 | -4 | 100 | 0 | 99 | -35 | -3
CCCOC(=O)C1=C(C)N(C)C(=O)NC1c1cc2c(cc1[N+](=O)[O-])OCO2 (configuration not stated) | 94 | 12 | -2 | -4 | -1 | 1 | 98 | -3 | ? | -42 | -3
CCOC(=O)c1c(NC(=O)c2cc3n(n2)C(C(F)(F)F)CC(c2cccs2)N3)sc(C)c1C (configuration not stated) | 88 | 13 | -9 | -4 | -16 | -3 | 97 | -5 | 97 | -49 | -13
COC(=O)C1(C(F)(F)F)N=C2Sc3ccccc3N2C(N2CCOCC2)=N1 (configuration not stated) | 103 | 22 | -5 | -4 | -8 | 1 | 102 | 2 | 98 | -13 | -6
Cc1cc(C)n(-c2nc(SCC(=O)N3CCCC3)c3c4c(sc3n2)CCCC4)n1 | 97 | 22 | -7 | 0 | 5 | -4 | 93 | -2 | 90 | -54 | -8
COc1ccc(C(=O)Nc2cc(OC)c(Cl)cc2OC)cc1 | 80 | 10 | -3 | -5 | -6 | -1 | 69 | 0 | 65 | -7 | 0
CC(C)Sc1nc2ccccc2c(=O)[nH]1 | 102 | 29 | -11 | -7 | -16 | -2 | 102 | -4 | 108 | -5 | -12
Cc1ccc(C(C(=O)NC(C)(C)C)N(Cc2ccc3c(c2)OCO3)C(=O)c2ccc(CN3CCOCC3)o2)o1 (configuration not stated) | 114 | 19 | -5 | -7 | -16 | -5 | 101 | -7 | 116 | -46 | -10
Cc1ccnc(SCC(=O)N2CCN(c3ccccc3)CC2)n1 | 101 | 15 | 1 | -1 | 0 | 1 | 99 | -2 | 104 | -22 | -1
Cc1ccc(C(=O)COC(=O)CCc2ccc(S(=O)(=O)N3CCCCC3)cc2)cc1 | 98 | 10 | -7 | -4 | -8 | -1 | 101 | -5 | 103 | 5 | -7
O=C(NC1=NCCS1)c1sc2ccccc2c1Cl | . | 17 | -5 | -3 | -5 | -1 | . | 2 | . | -6 | -11
CN(C)Cc1c(O)c(Cl)cc2c3c(c(=O)oc12)CCCC3 | 132 | 7 | 1 | -1 | 5 | 0 | 105 | 2 | 106 | -28 | -1
O=C(c1cccn2c(=O)c3ccccc3nc12)N1CCN(c2ccccn2)CC1 | 102 | 22 | -10 | -6 | -16 | -1 | 101 | -3 | 100 | -21 | -5
CC(C)[C@H](NC(=O)c1ccccc1)C(=O)OCC(=O)N1CCc2ccccc2C1 | 95 | 21 | -1 | -3 | -3 | -1 | 97 | -2 | 96 | -25 | -3
CC1(C)C2CCC(C2)C1(C)NC(=O)CNCC1CCCCC1 (configuration not stated) | 105 | 11 | -7 | -4 | -11 | -1 | 96 | -4 | 95 | 35 | -5
Cc1nnc(C)n1/N=C/c1ccc(-c2ccccc2)cc1 | 95 | 20 | -5 | -1 | -3 | -4 | 91 | -4 | 92 | -4 | -2
COc1ccc(/C=N/N=C2\SCC(=O)N2c2c(C)n(C)n(-c3ccccc3)c2=O)cc1OC | 108 | 9 | 0 | 0 | -1 | -4 | 99 | 0 | 100 | 2 | 0
Nc1nc(SCC(=O)c2ccc(Oc3ccccc3)cc2)n[nH]1 | 101 | 16 | -6 | -6 | -8 | -2 | 101 | -3 | 99 | -12 | -10
CC(CN(C(N)=O)c1ccccc1O)C(=O)O (configuration not stated) | 94 | 32 | -6 | -3 | -8 | 1 | 91 | 0 | 87 | -16 | -5
O=C(NCC(c1cccs1)N1CCOCC1)c1ccc(Cl)c([N+](=O)[O-])c1 (configuration not stated) | 103 | 11 | -7 | -10 | -2 | -6 | 101 | -7 | 102 | -8 | -9
Cc1cccc(NCCNc2cccc(C)c2)c1 | 98 | 19 | -4 | 0 | 0 | -4 | 98 | -1 | 99 | -40 | 0
CCN(CC)S(=O)(=O)c1ccc(Cl)c(NC(=O)COC(=O)/C=C/c2ccc(O)c(OC)c2)c1 | 102 | 7 | -3 | -7 | -3 | -8 | 96 | -3 | 97 | -59 | -7
COC(=O)C(NC(C)=O)(Nc1ccc(Br)cn1)C(F)(F)F (configuration not stated) | 103 | 42 | -7 | 3 | -10 | -2 | 106 | 2 | 102 | -19 | -7
COc1cc2c3nnc(-c4ccc(F)cc4)c-3cn(Cc3ccccc3F)c2cc1OC | 109 | 8 | 4 | -4 | -6 | -5 | 112 | -1 | 111 | -110 | 0

Screening data deposited in PubChem by several laboratories.
